# Assay outcomes (PubChem)
# DT40 TDP1 CPT: qHTS for Inhibitors of human tyrosyl-DNA phosphodiesterase 1 (TDP1): qHTS in cells in presence of CPT. chicken DT40 Tdp1-/-;hTDP1 cells + 20 nM CPT, ATP luminescence, 48 h. Potency, µM (doses to about 46.2 µM), for inactives: at the highest dose activity change, negative = growth inhibition, hits mostly inhibitors. hit rate 12% among 420,000; further: nearly all actives have a fitted effect of over 55% in size
#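 Cell growth measured by CellTiter-Glo luminescence after a minimum 48 h, 37 C compound exposure with 20 nM CPT in Tdp1-knockout DT40 cells stably expressing hTDP1, seeded 400/well; qHTS titration format.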
# TDP1 cell noCPT: qHTS for Inhibitors of human tyrosyl-DNA phosphodiesterase 1 (TDP1): qHTS in cells in absence of CPT. DT40 Tdp1-/- hTDP1 cells, no CPT, ATP luminescence, 48 h. Potency, µM (top dose mostly 46.2 µM), for the others: top-dose activity change, negative = growth inhibition, actives largely listed as inhibitors. hit rate 15% among 420,000. AID 686978, 2013; further: nearly all actives have a fitted effect of over 55% in size
#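 Compound effects on proliferation are scored in DT40 Tdp1-/-;hTDP1 cells in the absence of CPT. ATP levels (CellTiter-Glo luminescence) are recorded after a ≥48 hr, 37 °C incubation.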
# TDP1 block: qHTS Assay for Inhibitors of Tyrosyl-DNA Phosphodiesterase (TDP1). Potency, µM (highest dose often 130 µM), inactives show at the highest dose activity change, negative = inhibition, hits mostly inhibitors. AID 485290, 2010. Tyrosyl-DNA phosphodiesterase 1 (Homo sapiens), Q9NUW8. recombinant TDP1, AlphaScreen DNA substrate cleavage. hit rate 0.28% among 350,000; further: nearly all actives have a fitted effect of over 40% in size
# Target sequence (Q9NUW8 whole entry, looked up): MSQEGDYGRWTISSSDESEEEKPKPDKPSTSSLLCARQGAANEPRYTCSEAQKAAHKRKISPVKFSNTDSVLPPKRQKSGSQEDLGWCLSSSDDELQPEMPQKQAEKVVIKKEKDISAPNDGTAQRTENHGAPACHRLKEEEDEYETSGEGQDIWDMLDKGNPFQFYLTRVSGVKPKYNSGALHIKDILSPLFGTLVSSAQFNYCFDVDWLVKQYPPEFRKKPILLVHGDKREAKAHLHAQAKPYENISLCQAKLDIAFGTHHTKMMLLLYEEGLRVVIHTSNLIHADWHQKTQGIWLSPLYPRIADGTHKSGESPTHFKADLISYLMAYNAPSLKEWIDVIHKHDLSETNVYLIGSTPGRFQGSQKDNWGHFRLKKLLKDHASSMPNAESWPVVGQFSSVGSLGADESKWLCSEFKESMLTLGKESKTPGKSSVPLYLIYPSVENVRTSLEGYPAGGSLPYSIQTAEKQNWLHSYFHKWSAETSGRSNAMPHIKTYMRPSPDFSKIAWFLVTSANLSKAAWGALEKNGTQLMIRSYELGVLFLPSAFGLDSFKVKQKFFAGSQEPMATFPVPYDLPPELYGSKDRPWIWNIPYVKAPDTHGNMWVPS
#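 Enzyme-compound mixtures sat 15 min at room temperature, followed by a 5 min reaction with 15 nM final substrate and 10 min with AlphaScreen beads. Recombinant human Tdp1 was used at 1 nM final.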
# Active calls of the source: *; ? = inconclusive; · = no result given; [ ] = remark or other dose. The call rests on the fitted dose curve; in most records, active means well fitted curve in the direction sought with a large enough effect; inconclusive means small, poorly fitted or top-dose-only effect, or another doubt; inactive means no such curve, though single readings can be large; an effect the other way counts as inactive or inconclusive. On the % scale 0 is the no-effect control and ±100 the full control effect; potency means the concentration at half of the fitted maximal effect. Hits appear at their usual frequency; about 18% have a hit in one of these screens.
SMILES,DT40 TDP1 CPT,TDP1 cell noCPT,TDP1 block
CCN(Cc1ccccc1)S(=O)(=O)c1cc2c3c(c1)CCN3C(=O)CC2,-22%,?,-3%
CCOc1ccc(NC(=O)CN2CCN(CC(=O)Nc3ccc(C(N)=O)cc3)CC2)cc1,3%,2%,·
Cn1cccc1C(=O)N1CCC2(CCN(C(=O)Nc3cccc(F)c3)CC2)CC1,23µM*,?,·
Cn1nnnc1SCC1=C(C(=O)O)N2C(=O)[C@@H](NC(=O)[C@H](OC=O)c3ccccc3)[C@H]2SC1,-4%,-9%,·
Cc1ccc(C(C(=O)NCc2ccco2)N(C(=O)CNC(=O)c2cccs2)c2c(C)cccc2C)cc1 (stereo not given),?,?,3%
Cc1cc(C)c(-c2csc(NC(=O)c3cc([N+](=O)[O-])ccc3N3CCOCC3)n2)c(C)c1,?,?,6%
C/C(Sc1nnc(Cc2ccccc2)o1)=C(/O)c1ccccc1,3%,-2%,-4%
CCOc1ccc(NC(=O)CN(C)C(=O)c2ccc3[nH]c4c(c3c2)CC(C)CC4)cc1OCC (stereo not given),?,-30%,·
CCOC(=O)c1noc2c1CCC2,22%,14%,·
Nc1ccc(Nc2nc(-c3ccncc3)cs2)cc1,?,18µM*,9%

# Some of the entries so far, with values under each structure:
# The line under a structure holds: DT40 TDP1 CPT	TDP1 cell noCPT	TDP1 block
- Cn1cccc1C(=O)N1CCC2(CCN(C(=O)Nc3cccc(F)c3)CC2)CC1
    23µM*	?	·
- Cn1nnnc1SCC1=C(C(=O)O)N2C(=O)[C@@H](NC(=O)[C@H](OC=O)c3ccccc3)[C@H]2SC1
    -4%	-9%	·
- Cc1ccc(C(C(=O)NCc2ccco2)N(C(=O)CNC(=O)c2cccs2)c2c(C)cccc2C)cc1 (stereo not given)
    ?	?	3%
- Cc1cc(C)c(-c2csc(NC(=O)c3cc([N+](=O)[O-])ccc3N3CCOCC3)n2)c(C)c1
    ?	?	6%
- C/C(Sc1nnc(Cc2ccccc2)o1)=C(/O)c1ccccc1
    3%	-2%	-4%

# Other compounds.
SMILES,DT40 TDP1 CPT,TDP1 cell noCPT,TDP1 block
CCC(C)c1ccccc1NC(=O)COC(=O)C1=NN(c2ccccc2)C(=O)CC1 (stereo not given),6%,-6%,1%
Cn1c(SCc2nc3ccccc3[nH]2)nnc1-c1cccnc1,-19%,-17%,4%
COc1ccc(-n2c(N)c(C#N)c3ccc([N+](=O)[O-])cc3c2=O)cc1,-24%,-1%,3%
CCC/C=C/c1ccc(CN2C(C)C(=O)N(Cc3cn(CCC4OCCCO4)nn3)CCS2(=O)=O)cc1 (stereo not given),?,13µM*,·
O=C(CSc1nnc(Nc2ccccc2F)s1)NC(=O)CN1CCCC1=O,-2%,4%,14µM*
CC(=O)Nc1nc(C)c(S(N)(=O)=O)s1,6%,10%,0%
CCOC(=O)N1CCN(c2cc(=O)n(C3CCCCC3)c(=O)[nH]2)CC1,-4%,0%,-2%
CCCCn1c(SCc2nc3ccccc3s2)nc2cc(S(N)(=O)=O)ccc21,16µM*,16µM*,7%
O=C1CSC(c2cccnc2)N1CCc1ccccn1 (stereo not given),1%,-1%,-1%
COc1ccc2c(c1OC)CN(C)CCc1cc3c(cc1C(=O)C2)OCO3,6%,-10%,-1%
CC(=O)c1ccc(NC(=O)c2cn(-c3ccccc3)nc2-c2ccc(Br)cc2)cc1,?,?,-6%[12.3 µM]
Cc1ccc(Cl)cc1NC(=O)C1CC(=O)N(C(C)C)C1 (stereo not given),3%,-6%,·
O=C(N/N=C/c1cccs1)c1cc(-c2ccc(Cl)s2)[nH]n1,-13%,?,?
CCCC(=O)N(c1ccc(OCC)cc1)S(=O)(=O)c1ccc2c3c(cccc13)C(=O)N2C,15µM*,13µM*,-4%
COC(=O)C1=C(C(=O)OC)[C@@H]2N(Cc3ccccc3)c3ccccc3[C@@]23C[C@@H](C(=O)OC)N(S(=O)(=O)c2ccc(C(F)(F)F)cc2)C3=N1,-26%,-22%,14%[12.3 µM]
C=COCCNC(=O)C(=O)NCC(C)C,-8%,-1%,·
CNCCCCc1cnc(C)c2[nH]c3ccccc3c12,7%[9.04 µM],-22%[9.04 µM],4%
CCN(Cc1ccccc1)C(=O)C1CCN(Cc2ccc(OC)c(OC)c2OC)CC1,?,?,-5%
OC(COc1ccc(Cl)cc1Cl)CN1CCc2ccccc2C1 (stereo not given),?,?,1%
Clc1ccc(OCc2nnnn2-c2ccccc2)cc1,-2%,?,1%
COc1ccc(Nc2nnc(-c3ccc(C)c(S(=O)(=O)N4CCOCC4)c3)c3ccccc23)cc1,15µM*,7.3µM*,5%[12.3 µM]
Brc1ccccc1C1=Nn2c(nnc2-c2ccccc2)SC1,?,?,8%
Cc1nn(-c2ccc(Br)cc2)c(=O)c2ccccc12,-9%,?,·
O=c1c2cnn(-c3ccccc3)c2nnn1/N=C/c1cccnc1,-1%,7%,1%
CC(=O)NCCn1c(C)cc2ccccc21,-23%,?,-3%
CCOc1ccc(OCC)c(NC(=O)C2CCN(c3ncccn3)CC2)c1,-2%,-11%,0%
Cc1cc(C)n(CCC(=O)N2c3ccccc3CC2C)n1 (stereo not given),?,?,4%
CN(C)c1nc(Nc2ccc(Cl)c(Cl)c2)nc(N(C)C)n1,?,10µM*,·
COCCCn1c(=N)c(C(=O)NC2CCCC2)cc2c(=O)n3ccccc3nc21,1%,-1%,·
NNC(=O)CN1CCCc2ccccc21,-5%,-8%,2%
O=C(CN1C(=O)c2cccc3cccc1c23)Nc1ccc2c(c1)OCO2,1%,-21%,5%
COc1ccccc1C(=O)Nc1ccc2c(c1)CCCN2C(=O)c1cccs1,?,21µM*,3%
Cc1cccc(N=C2NC(=O)/C(=C\c3cccs3)S2)c1,13µM*,9.2µM*,6%
Cc1cc(C)c2sc(N3CCN(C(=O)C4CC4)CC3)nc2c1,29µM*,18µM*,-3%
CC1(c2cccc(Br)c2)NC(=O)N(CC(=O)N2CCc3ccccc32)C1=O (stereo not given),-2%,?,0%
CCOC(=O)c1scc(-c2ccccc2)c1S(=O)(=O)Nc1cc(OC)cc(OC)c1,?,?,8%
Cc1ccc(-c2nc3cc(C)c(Br)c(C)n3c2CC2CCCCC2)cc1,?,13µM*,·
O=C(Nc1cccc(NC(=O)c2ccc([N+](=O)[O-])o2)c1)c1ccco1,5.8µM*,5.2µM*,6%
c1ccc2c(c1)Cc1ccccc1O2,-18%,?,·
COc1ccc(C(=O)C2CCCN(C/C=C/c3ccccc3OC)C2)c(OC)c1 (stereo not given),21µM*,2.6µM*,·
CC1(C)Cc2nc3oc4c(NCc5ccccc5)ncnc4c3cc2CO1,?,?,3%
CC1(C)CC(=O)C2=C(C1)NC(=O)NC2c1ccc(Cl)cc1 (stereo not given),4%,?,·
Cc1c(C(=O)N2CCCCC2)oc2ccc(Br)cc12,-24%,?,-2%
CC(=O)Nc1ccc(-c2nnc(SCc3c(C)cc(C)cc3C)n2C)cc1,-28%,-26%,-4%
COc1ccc(N(Cc2ccccc2)C(=O)CSc2nnc(Cn3nnc4ccccc43)o2)cc1,26µM*,23µM*,0%
CC(C)(C)NC(=O)[C@H]1CC[C@H]2[C@@H]3CC[C@H]4NC(=O)C=C[C@]4(C)[C@H]3CC[C@]12C,?,?,7%[56.1 µM]
Cc1nn(C)c2c1c(-c1ccccc1)cc(=O)n2Cc1ccccc1F,?,-25%,-2%
Cc1cc(C)n2nc(S(=O)(=O)N(CC(C)C)CC(C)C)nc2n1,-8%,-12%,2%
c1ccc(C2=NOC(c3nnc(-c4ccccc4)o3)C2)cc1 (stereo not given),2%,9%,·
CCCCN(CCCC)CC(O)COc1ccccc1Br (stereo not given),?,16µM*,0%
# Next part
SMILES,DT40 TDP1 CPT,TDP1 cell noCPT,TDP1 block
C[C@H](NC(=O)c1nc[nH]c1C(=O)OCc1ccccc1)c1ccccc1,?,-23%,1%
CCOC(=O)C1=C(N)OC2=C(C(=O)CC(C)(C)C2)C1c1cc(CSc2nnnn2C)cs1 (stereo not given),-19%,-20%,6%
CC(C)NC(=O)C1(C)CCN1CCC(=O)c1ccccc1 (stereo not given),13µM*,13µM*,·
CCCCCCC(C)n1[nH]c(=O)cc1N (stereo not given),-1%,-13%,·
O=C(CSc1nc2ccccc2o1)N1N=C(c2cccs2)CC1c1ccc(F)cc1 (stereo not given),?,?,0%
CC(=O)Nc1ccc(NC(=O)C2CCC(CNS(=O)(=O)c3cccc4nsnc34)CC2)cc1 (stereo not given),-12%,?,2%
O=S(=O)(Nc1ccc(-c2ccc(N3CCCC3)nn2)cc1)c1ccc(OC(F)(F)F)cc1,15µM*,?,7%
COCCNC(=O)C(c1cccnc1)N(Cc1ccccc1)C(=O)Cn1nnc2ccccc21 (stereo not given),11%,-16%,3%
CCOc1ccc(N2CC(NC(=O)c3ccc(S(=O)(=O)N4CCCC4)cc3)CC2=O)cc1 (stereo not given),6%,-23%,3%
N#Cc1cnc(=S)n(-c2cc(C(F)(F)F)cc(C(F)(F)F)c2)c1N,?,?,·

# Single records (already shown). Order of screens: DT40 TDP1 CPT | TDP1 cell noCPT | TDP1 block
# Profile of O=C(CSc1nc2ccccc2o1)N1N=C(c2cccs2)CC1c1ccc(F)cc1 (stereo not given) : ? | ? | 0%
# Profile of N#Cc1cnc(=S)n(-c2cc(C(F)(F)F)cc(C(F)(F)F)c2)c1N : ? | ? | ·
# Profile of CCOC(=O)C1=C(N)OC2=C(C(=O)CC(C)(C)C2)C1c1cc(CSc2nnnn2C)cs1 (stereo not given) : -19% | -20% | 6%

# (continued)
SMILES,DT40 TDP1 CPT,TDP1 cell noCPT,TDP1 block
CC1CCC(NC(=O)CN2CCC(n3nnc4cc(F)ccc43)CC2)CC1 (stereo not given),?,?,2%
COc1ccc(C(=O)c2ccc([N+](=O)[O-])cc2Cl)cc1,-1%,?,1%
CC(C)Oc1ccc(CNC(=O)Cn2ccc3cc(S(=O)(=O)N4CCCC4)ccc32)cc1,-20%,15%,2%
CCOC(=O)[C@H]1[C@H]2COc3ccc(OC)cc3[C@@H]2N2C(=O)CN(Cc3ccco3)C(=O)[C@@]12C,?,-26%,3%
Cc1[nH]c2ccc(F)cc2c1CCN(Cc1cccnc1)C(=S)Nc1ccc(F)cc1,-17%,-27%,5%
COc1ccc(Br)cc1C(=O)NC(=S)Nc1ccc(CN2CCOCC2)cc1,18µM*,13µM*,8%
